# HePTP inh = human HePTP phosphatase inhibition; P35236; recombinant HePTP phosphatase activity, OD absorbance; inhibition, % at 20 µM; 110,000 compounds, 0.64% hits; in the data active means inhibition above about 50%;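 further: plate controls were vehicle for no effect and reference inhibitor for full effect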
# Target sequence (P35236 whole entry, looked up): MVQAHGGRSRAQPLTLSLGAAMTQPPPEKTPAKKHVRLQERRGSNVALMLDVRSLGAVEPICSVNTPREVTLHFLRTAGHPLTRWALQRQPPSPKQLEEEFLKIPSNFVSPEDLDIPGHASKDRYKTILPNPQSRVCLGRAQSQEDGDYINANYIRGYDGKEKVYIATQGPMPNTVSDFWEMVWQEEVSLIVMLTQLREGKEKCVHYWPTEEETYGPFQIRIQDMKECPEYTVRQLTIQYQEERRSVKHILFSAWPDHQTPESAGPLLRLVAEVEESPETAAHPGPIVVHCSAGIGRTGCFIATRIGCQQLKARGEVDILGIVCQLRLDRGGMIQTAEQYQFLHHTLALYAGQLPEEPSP
# BAP1 inh = inhibitors of human BAP1 deubiquitinase. 72,000 compounds, 0.48% hits. activity remaining (% of control), % at 20 µM. recombinant BAP1, Ub-AMC hydrolysis fluorescence kinetic; active compounds read low. Q92560. AID 436;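 active means activity remaining at or below 50% of control, provided the compound also passes the data quality filters; inactive means the rest, including low values that fail the filters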;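 further: 100% = DMSO wells rate and 0% = substrate alone blank rate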
# Target sequence (Q92560 whole entry, looked up): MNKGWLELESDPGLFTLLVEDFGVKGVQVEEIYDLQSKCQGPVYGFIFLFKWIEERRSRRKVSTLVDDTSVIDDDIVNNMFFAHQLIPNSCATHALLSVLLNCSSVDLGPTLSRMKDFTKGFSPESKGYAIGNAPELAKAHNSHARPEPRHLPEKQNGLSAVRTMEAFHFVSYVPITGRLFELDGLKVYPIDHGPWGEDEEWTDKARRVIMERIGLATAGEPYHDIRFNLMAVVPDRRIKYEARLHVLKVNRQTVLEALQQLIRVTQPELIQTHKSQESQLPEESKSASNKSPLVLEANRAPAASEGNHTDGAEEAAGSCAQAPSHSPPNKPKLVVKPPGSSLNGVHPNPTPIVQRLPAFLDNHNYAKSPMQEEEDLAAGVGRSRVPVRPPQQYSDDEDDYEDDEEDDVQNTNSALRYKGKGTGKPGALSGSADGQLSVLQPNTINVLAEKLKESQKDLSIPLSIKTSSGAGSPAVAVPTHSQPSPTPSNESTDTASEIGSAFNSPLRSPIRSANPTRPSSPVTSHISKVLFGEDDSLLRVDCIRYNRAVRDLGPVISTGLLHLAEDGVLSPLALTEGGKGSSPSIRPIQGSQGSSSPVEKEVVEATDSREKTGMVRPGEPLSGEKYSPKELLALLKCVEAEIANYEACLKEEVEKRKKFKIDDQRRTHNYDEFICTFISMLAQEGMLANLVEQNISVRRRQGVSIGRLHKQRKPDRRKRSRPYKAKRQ
# An asterisk follows results filed as active; · = not tested or not shown; & = joins results of further samples.
SMILES,HePTP inh,BAP1 inh
CSC1=NCCN1C(=O)c1ccc(S(=O)(=O)N2CCCC2)cc1,12,96
O=C(CSc1ncccn1)Nc1ccc(Cl)cc1,-24,·
CC(=O)N1CCc2cc(S(=O)(=O)CCC(=O)NCc3ccc4c(c3)OCO4)ccc21,-5,102
Cc1cc(=O)[nH]c(SCC(=O)c2ccc(C(C)C)cc2)n1,-2,93
CCOc1ccc(C(=O)Nc2ccc(C(=O)OC)cc2)cc1Cl,-1,·
Cc1cccc(C2(c3cccc(C)c3)CC2C(=O)Nc2cc([N+](=O)[O-])ccc2O)c1 (stereo not drawn),-17,·
CC1=C(SCCC#N)S/C(=C2\SC(C)=C(SCCC#N)S2)S1,-4,·
CN(C)CCNC(=O)C12CC3CC(c4ccccc4)(C1)CC(c1ccccc1)(C3)C2,10,·
CC1(C)CC(NC(=O)c2ccc(Cl)cc2)CC(C)(C)N1,5,·
Cc1nc(/N=C(/N)NC(=O)Cc2ccccc2)nc2ccccc12,0,·
Cc1c(N(C(=O)c2cc(=O)[nH]c3ccccc23)C(C)C)c(=O)n(-c2ccccc2)n1C,-5&-4,97
COc1ccccc1CN(C)C(=O)C1COc2ccccc2O1 (stereo not drawn),8,91
CCN(CC)c1ccc(/C=C2\C(=O)NC(=S)N(c3ccc(F)cc3)C2=O)c(O)c1,4,·
CCCN=C(CCC)C1=C(O)C(C(=O)OC)C(C)(C)CC1=O (stereo not drawn),-13,·
CCCC1=NN2C(=N)/C(=C/c3ccc(-c4ccc(C(=O)OCC)cc4)o3)C(=O)N=C2S1,-9,·
CC(=O)c1ccc(NC(=O)CSc2nnc(NC(=O)CN3CCOCC3)s2)cc1,7&-5,·
CN(C)C(=O)N1CCC(C(=O)NCc2ccccc2)CC1,3,105
COc1ccc(C=C2C(=O)N(c3ccccc3)C(=S)N(c3ccccc3)C2=O)c(OC)c1,0,·
O=C(Nc1ccccc1)C1C2C3CCC(C3)C12 (stereo not drawn),9,·
O=S(=O)(c1ccccc1)N1CCN(c2ccccn2)CC1,4,·
CCOC(=O)c1c(C)n(C)c2c(C)cc(O)c(OC(=O)CC)c12,3&-4,78
CC1=C(C(=O)OCC2CCCCC2)C(c2ccccc2OC(C)C)NC(=O)N1 (stereo not drawn),·,59
Cc1ccc(C(=O)Nc2ccccc2)cc1[N+](=O)[O-],-2,·
CC(=O)N1CCN(c2ccc(C(=O)c3cccc(F)c3)cc2)CC1,2,·
COC(=O)c1cc(NC(=O)Cc2ccccc2)cc(C(=O)OC)c1,9,·
CCCc1[nH]nc2c1C(c1cn[nH]c1-c1ccc(F)cc1)C(C#N)=C(N)O2 (stereo not drawn),11,99
CC(C)COc1ccc(C(=O)Nc2ccc(Cc3ccncc3)cc2)cc1,-7,·
COC(=O)CN1C(=O)C(=C(C#N)C#N)c2ccccc21,9,·
Cc1ccc(OCCC(=O)OCC(=O)N2c3ccccc3CC2C)cc1 (stereo not drawn),·,110
COCCOC(=O)C1=C(C)NC(=O)CC1c1ccccc1OCc1ccccc1 (stereo not drawn),-3,132
COc1ccc(Br)cc1-n1c(=O)[nH]c2cc(C(F)(F)F)ccc21,-1,·
COCC(C)N=Cc1c(O)[nH]c2ccccc12 (stereo not drawn),12,102
CCOC(=O)c1ccc(N2C(=O)CC(C(=O)OC)=C2C)cc1,6,148
O=C1OCCN1CCN(CN1C(=O)CCC1=O)CN1C(=O)CCC1=O,5,134
CCOc1ccccc1N1CCN(C(=O)Nc2ccc(F)c(Cl)c2)CC1,8,113
C=CCn1c(SCC(=O)c2ccc(Br)cc2)nc2sc3c(c2c1=O)CCN(C)C3,11,·
Cc1onc(-c2ccccc2Cl)c1C(=O)Nc1ccc(S(=O)(=O)NCC2CCCO2)cc1 (stereo not drawn),5,104
CC12C=CC(C)(O1)C1C(=O)N(c3cccc4ccccc34)C(=O)C12 (stereo not drawn),·,51
CC(=O)Nc1cccc(NC(=O)CSc2nc(C)c(C)c(C)c2C#N)c1,-3,117
Cc1onc(-c2ccccc2)c1C(=O)Nc1cccc(C#N)c1,0,101
O=C(COc1ccccc1)Nc1cccc(-c2nc3ccccc3[nH]2)c1,5,·
CCOC(=O)Cn1nc(-c2ccccc2)c2ccccc2c1=O,9,·
CCN(CC)c1ccc(C2NC(=O)NC(C)=C2C(=O)OCCC#N)cc1 (stereo not drawn),7,·
CCOc1ccc(NC(=O)CSc2nnc(C)n2CCCOC)cc1,6,110
COc1ccc(NS(=O)(=O)c2cccc([N+](=O)[O-])c2)c(OC)c1,-3,·
COc1cc(NC(=O)c2cc3c(=O)n(C)c4ccccc4c3n2C)cc(OC)c1OC,-3,116
CN(CC(=O)N1CC(=O)N(CCc2ccccc2)C(=O)C1)S(=O)(=O)c1cccc2nsnc12,-7,106
CCC(C)(C(=O)NC1CCCC1)N(C(=O)CNC(C)=O)c1ccc(C)cc1 (stereo not drawn),7,·
O=C(CC1SCCNC1=O)Nc1cccc(C(F)(F)F)c1 (stereo not drawn),8,104
Cc1cc2nn(-c3ccccc3)nc2cc1NC(=O)c1cccs1,4,331
COc1ccc(NC(=O)CSc2nc3ccc(N4C(=O)c5ccccc5C4=O)cc3s2)cc1,12,·
CCOc1ccc2nc(SCC(=O)c3ccc(C)cc3C)sc2c1,7,·
Cc1nc2c(C(=O)N3CCCCC3)cnn2c(C)c1Cc1ccccc1F,4,72
C=CCC(CC=C)(NC(=O)/C=C/c1ccccc1)c1ccccc1,0,·
CC1CCCCN1C(=O)Cn1nnc(-c2cccnc2)n1 (stereo not drawn),6,107
O=C(CN(Cc1ccc2c(c1)OCO2)C(=O)CNC(=O)c1ccco1)NC1CCCCC1,8,101
O=C1c2ccccc2NC(c2ccccc2)N1c1ccc(Cl)cc1 (stereo not drawn),-5,·
O=C1NC(=S)N(c2ccccc2)C(=O)/C1=C/c1cccn1-c1ccccc1,-1,·
C=CCOc1c(Br)cc(/C=C2/N=C(c3ccccc3)OC2=O)cc1OC,9,·
O=C1CC(c2c[nH]c3ccccc23)C(=O)N1 (stereo not drawn),10,111
# (more compounds)
SMILES,HePTP inh,BAP1 inh
CC(C)(/C=N/O)/[N+]([O-])=C/c1ccccc1C(F)(F)F,8,100
CC1(C)N=C(/C=N/O)CN1O,6,101
CC(=O)Nc1cccc2c1OCCO2,4,81
CCNC(=O)C(=O)Nc1ccc(Cl)cc1,-10,·
NC(=O)C[n+]1cccc(Br)c1,·,88
C=CCNC(=O)C(C#N)c1nc2ccccc2nc1N1CCCCCC1 (stereo not drawn),4,151
Cc1cc(OCC(=O)c2ccc(F)cc2)ccc1N1C(=O)CCC1=O,10,71
CC(=O)Oc1ccc2ccccc2c1C(NC(=O)Cc1ccccc1)c1ccco1 (stereo not drawn),7,·
CC1(C)CC(=O)C2=C(C1)Nc1ccccc1N(C(=O)c1ccccc1)C2c1cccc([N+](=O)[O-])c1 (stereo not drawn),8,·
N#Cc1cc2c(nc1SCc1ccc(Br)cc1)CCCC2,-4,·
Cc1ccc(/C=c2\sc3nc(-c4ccccc4Br)nn3c2=O)o1,32,72
COc1ccc(OC)c(NC(=O)c2cccc(C)c2)c1,0,·

# A few values from above.
# Reading for `CC1(C)N=C(/C=N/O)CN1O` under HePTP inh: 6
# Reading for `COc1ccc(OC)c(NC(=O)c2cccc(C)c2)c1` under HePTP inh: 0
# Reading for `CC1(C)CC(=O)C2=C(C1)Nc1ccccc1N(C(=O)c1ccccc1)C2c1cccc([N+](=O)[O-])c1` (stereo not drawn) under HePTP inh: 8
# Reading for `CC(=O)Nc1cccc2c1OCCO2` under HePTP inh: 4
# Reading for `N#Cc1cc2c(nc1SCc1ccc(Br)cc1)CCCC2` under HePTP inh: -4
# Reading for `CC(=O)Oc1ccc2ccccc2c1C(NC(=O)Cc1ccccc1)c1ccco1` (stereo not drawn) under HePTP inh: 7

# (listing goes on)
SMILES,HePTP inh,BAP1 inh
COc1ccc(C(=O)Nc2cccc(C(F)(F)F)c2)cc1OC,·,194
C/C(Cl)=C/Cn1c(SCCN2CCOCC2)nc2c1c(=O)[nH]c(=O)n2C,3,94
Clc1cccc(NCc2ccncc2)c1,6,·
Cc1cc(C)c(N2C(=O)c3ccccc3C2=O)c(C)c1,12,·
CC1Cc2nc(SCC(=O)OCc3ccccc3)n(C)c(=O)c2S1 (stereo not drawn),-4,83
CCC(C)c1ccc(OCCOc2ccc(Cl)cc2/C=N/n2cnnc2)cc1 (stereo not drawn),-9,·
CCOC(=O)N1CCN(C(=O)c2ccc3c(=O)n(-c4ccc(OC)cc4)c(=S)[nH]c3c2)CC1,7,106
Cc1cc(C(=O)N2CCN(CCc3ccccc3)CC2)no1,6,161
CCCOc1ccc(C(=O)NCc2cccnc2)cc1,-9,114
COc1ccc(/C=C2/SC(=Nc3ccccc3)NC2=O)cc1O,2,·
Cc1ccccc1N=C(NOCc1ccccc1)c1nonc1N,6,·
CCn1cc(C(=O)OCc2ccccc2)c(=O)c2ccc(C)nc21,2,112
O=C(CN1CCN(S(=O)(=O)c2ccc(Br)cc2)CC1)Nc1ccccc1F,4,109
CC(=O)Nc1ccc(S(=O)(=O)N2CCSCC2)cc1,2,·
COc1ccc(/C=C/C(=O)N2CCC(CN3C(=O)c4cccc5cccc(c45)C3=O)CC2)cc1OC,0,·
CCS(=O)(=O)Nc1c(C(=O)OC)[nH]c2ccccc12,-3,97
CCOc1ccc(Cn2nnc(C(=O)NCc3ccc(OC)cc3)c2N)cc1,10,78
Cn1c(-c2ccccc2)cccc1=O,8,100
CCOC(=O)N1CCC(NC(=O)CCS(=O)(=O)c2ccc3c(c2)CCN3C(=O)CC)CC1,-3,101
CCOC(=O)C(=CNc1cc(OC)c(Cl)cc1OC)C(=O)OCC,4,·
COc1ccc(CN2CCN(C3CCCC3)CC2)c(OC)c1OC,3,·
O=C(CCCN1C(=O)CSc2ncccc21)N1CCN(c2cccc(C(F)(F)F)c2)CC1,6,90
COc1ccc(C2c3c(oc4ccc(F)cc4c3=O)C(=O)N2CCN2CCOCC2)cc1OC (stereo not drawn),8,90
CC(=O)N1c2ccc(S(=O)(=O)CCC(=O)O)cc2CC1C (stereo not drawn),6,89

# The closing 5 records of the part before open the next one.
SMILES,HePTP inh,BAP1 inh
CCOC(=O)C(=CNc1cc(OC)c(Cl)cc1OC)C(=O)OCC,4,·
COc1ccc(CN2CCN(C3CCCC3)CC2)c(OC)c1OC,3,·
O=C(CCCN1C(=O)CSc2ncccc21)N1CCN(c2cccc(C(F)(F)F)c2)CC1,6,90
COc1ccc(C2c3c(oc4ccc(F)cc4c3=O)C(=O)N2CCN2CCOCC2)cc1OC (stereo not drawn),8,90
CC(=O)N1c2ccc(S(=O)(=O)CCC(=O)O)cc2CC1C (stereo not drawn),6,89
Cc1cc(/C=C2\C(=O)NC(=O)N(c3ccccc3F)C2=O)c(C)n1C,-4,·
CCOc1ccc(N2CC(C(=O)Nc3cccc(C)c3C)CC2=O)cc1 (stereo not drawn),4,92
O=C(O)c1ccc(F)c(S(=O)(=O)Nc2ccccc2)c1,0,90
Cn1c(O)c(/C=N/c2ncc(C(F)(F)F)cc2Cl)n(C)c1=S,-2,·
CCCOC(=O)C1=C(C)NC2=C(C(=O)CC(C)(C)C2)C1c1ccc(Cl)cc1 (stereo not drawn),·,290
COC(=O)CSC1=C(C#N)C(c2ccccc2OC)C(C(=O)OC)C(=O)N1 (stereo not drawn),-3,90
Cc1c(C(=O)N2CCCCC2)sc(NC(=O)C(C)C)c1C#N,4,141
CNC(=O)C1C2C=CC3(O2)C1C(=O)N(C1CC1)C3C(=O)NCc1ccc(OC)cc1 (stereo not drawn),9,89
CN(C)c1ccc(NC(=O)Cc2ccccc2[N+](=O)[O-])cc1,4,·
COc1ccc(CCNC(=O)C2CCCN(S(C)(=O)=O)C2)cc1OC (stereo not drawn),6,88
COc1ccc(C=NCC2COc3ccccc3O2)cc1OC (stereo not drawn),-15,·
CC(C)CCSc1nc2sc3c(c2c(=O)n1Cc1ccccc1)CCC3,7,·

# Ordered by the number under BAP1 inh (low to high): some entries from above
SMILES	BAP1 inh
CNC(=O)C1C2C=CC3(O2)C1C(=O)N(C1CC1)C3C(=O)NCc1ccc(OC)cc1 (stereo not drawn)	89
CCOc1ccc(N2CC(C(=O)Nc3cccc(C)c3C)CC2=O)cc1 (stereo not drawn)	92
Cc1c(C(=O)N2CCCCC2)sc(NC(=O)C(C)C)c1C#N	141

# More results follow:
SMILES,HePTP inh,BAP1 inh
COc1cccc(OCc2nnc(SCC(=O)NCc3ccco3)n2CCc2ccccc2)c1,11,87
COc1ccc(N(CC(=O)Nc2cccc(Cl)c2)S(=O)(=O)c2ccc(OC)c(OC)c2)cc1,-5,·
CCC12CN3CC(CC)(CN(C1)C31C(=O)N(C)c3ccc(C)cc31)C2=O (stereo not drawn),-1,149
COc1ccc(C(=O)c2ccc(OC)c(OC)c2)cc1OC,5,79
CCOc1c(OC)cc(C2C(C#N)=C(N)Oc3n[nH]c(-c4ccncc4)c32)cc1OC (stereo not drawn),2,104
Cc1ccc(O)c2nc(/C=C/c3ccccc3N)ccc12,5,·
Fc1ccc(-c2csc(Nc3ccc4c(c3)OCO4)n2)cc1,-2,·
Cc1cccc(C)c1N1C(=O)CC(N(O)c2ccccc2)C1=O (stereo not drawn),1,127
Cc1ccc(OCCOc2ccccc2/C=C2/SC(=S)N(C)C2=O)cc1,9,·
O=C(/C=C/c1ccc2c(c1)OCO2)c1ccc(I)cc1,11,·
Cn1cc(SCC(=O)Nc2ccc3c(c2)OCO3)c2ccccc21,-8,91
O=C1CS/C(=N/N=C/c2ccccc2[N+](=O)[O-])N1,4,·
O=C(O)CCSc1nc2ccc([N+](=O)[O-])cc2s1,-6,·
O=C(CN1CCC(Cc2ccccc2)CC1)NC(=O)NCc1ccco1,3,141
COc1ccc(N(CC(=O)Nc2ccc(C)cc2)S(C)(=O)=O)cc1Cl,7,·
COc1ccc(-n2nc3cc(C)c(NC(=O)c4ccc5c(c4)OCCO5)cc3n2)cc1,9,·
CCCOC(=O)C1=C(C)NC2=C(C(=O)CC(C)(C)C2)C1c1ccc(Cl)c([N+](=O)[O-])c1 (stereo not drawn),-4,·
COCCCn1c(SCC(=O)OC2CCCCC2)nnc1-c1cccs1,6,96
